# Screens as filed in PubChem.
# USP1 inh: inhibitors of human USP1/UAF1 deubiquitinase; 390,000 compounds, 0.23% hits; recombinant USP1/UAF1, Ub-Rhodamine cleavage fluorescence; Potency, µM (top dose mostly 57.1 µM), for inactives: at the top dose activity change, negative = inhibition, usual class: inhibitors; O94782; further: potency means the concentration at half of the fitted maximal effect; on the % scale 0 is the no-effect control and ±100 the full control effect; nearly all actives have a fitted effect of over 60% in size; inactives centre near -12
#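 USP1/UAF1 complex at 1 nM was preincubated with compound for 15 min at room temperature, then Ub-Rho substrate (150nM final) was added. Fluorescence (480/540 nm) was read kinetically, 6 reads every 60 seconds.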
# TRHR enhancer: allosteric enhancers of human TRH receptor; TRHR cells, fluo-8 calcium fluorescence, EC20 TRH enhancement; P34981; 360,000 compounds, 0.66% hits; AID 493056; enhancement, % at 2 µM; in the data active means enhancement above about 30%; further: 0% is about no effect
#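 Enhancer read-out: after compound pinning and an initial kinetic agonist-mode read, an EC20 of TRH (10 nM final) was injected and fluo-8 calcium signal (Ex 480/Em 530) followed at 1 s/cycle for 100 cycles in TRHR-expressing cells.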
# TrxR1 inh: inhibitors of rat thioredoxin reductase 1 | O89049 | recombinant rTrxR1, NADPH fluorescence consumption, selenite substrate | Potency, µM (series often up to 114 µM), inactives show at the top dose activity change, negative = inhibition, usual class: inhibitors | 390,000 compounds, 1% hits | AID 588453; further: potency means the concentration at half of the fitted maximal effect; on the % scale 0 is the no-effect control and ±100 the full control effect; nearly all actives have a fitted effect of over 65% in size
#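 Rat TrxR1 (90 nM in the dispensed reagent) was pre-reduced with 400 uM NADPH for 5 min at room temperature, then incubated with compound for 15 min. After 400 uM selenite was added, NADPH fluorescence (Ex 340/Em 450 nm) was followed for 8 min.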
# D2 agonist: activates the human D2 dopamine receptor | P14416 | HEK293 T-REx D2 cells, calcium flux agonist mode | activation, % at 2 µM | 340,000 compounds, 0.53% hits;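 active means activation over 3 SD above normal in the single-dose calcium agonist read, cut at about 30% in these data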; further: 0% is about no effect
#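 Agonism scored from kinetic calcium signal (1 read/sec, 180 s) following compound pin transfer, after a 10 s baseline. Cells: HEK293 Trex line expressing inducible D2 receptor coupled to calcium, dye-loaded after overnight culture at 30 C.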
# mIDH1 inhibitor: inhibitors of human mutant IDH1 R132H; AID 602179; Potency, µM (titrated, usually from 76.6 µM), for the others: at the highest dose activity change, negative = inhibition, actives largely listed as inhibitors; 390,000 compounds, 0.093% hits; IDH1-R132H enzyme, NADPH consumption, diaphorase/resazurin fluorescence; O75874; further: potency means the concentration at half of the fitted maximal effect; on the % scale 0 is the no-effect control and ±100 the full control effect; nearly all actives have a fitted effect of over 65% in size
# Target sequence (O75874 whole entry R132H, stated change not applied): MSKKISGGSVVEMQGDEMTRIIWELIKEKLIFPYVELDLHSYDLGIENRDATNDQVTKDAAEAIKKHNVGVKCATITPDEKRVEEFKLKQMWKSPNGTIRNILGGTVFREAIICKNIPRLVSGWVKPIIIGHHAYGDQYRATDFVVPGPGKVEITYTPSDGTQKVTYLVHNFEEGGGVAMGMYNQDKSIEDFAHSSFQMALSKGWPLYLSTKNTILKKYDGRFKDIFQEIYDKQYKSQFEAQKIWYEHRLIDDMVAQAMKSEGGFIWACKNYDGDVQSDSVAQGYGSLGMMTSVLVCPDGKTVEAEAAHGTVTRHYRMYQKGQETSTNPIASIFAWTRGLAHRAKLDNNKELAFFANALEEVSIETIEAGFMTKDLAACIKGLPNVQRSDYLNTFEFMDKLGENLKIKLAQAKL
#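 IDH1-R132H (0.5 ug/mL dispensed) in pH 7.5 Tris buffer was preincubated 30 min with compound, then given a substrate mix of 0.016 mM NADPH and 2 mM alpha-KG for 80 min at room temperature; remaining NADPH was read by diaphorase/resazurin fluorescence.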
# TRHR ag: TRH receptor (human) agonism. TRHR cells, calcium flux fluo-8, FDSS agonist mode. 360,000 compounds, 0.18% hits. activation, % at 2 µM; in the data active means activation above about 30%; further: 0% is about no effect
#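 Fluo-8-loaded TRHR cells; 10 s baseline, compound added, kinetic Ca2+ fluorescence read 1/s, agonist mode.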
# D2 antag: antagonists of human D2 dopamine receptor; P14416; inhibition, % at 10 µM; HEK293 TREx D2 cells, calcium flux, dopamine EC80; 340,000 compounds, 2% hits; in the data active means inhibition above about 30%; further: 0% is about no effect
#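 Tetracycline-induced HEK293 TREx cells expressing D2 receptor forced-coupled to calcium signalling, loaded with no-wash calcium dye. Compounds added and calcium flux read 180 s, then dopamine added at EC80 and read a further 180 s.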
# PI4K2A block: blocks human PI4K2A kinase activity. Q9BTU6. purified PI4K2A, ADP-Glo luminescence, 1 h; stronger effect = lower value. activity change, negative = inhibition, % at 76.9 µM. 420,000 compounds, 0.13% hits. AID 1346378; in the data active means activity change below about -50%; inconclusive means mostly about -30% to -49%;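 further: -100% = wells without enzyme as full effect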
# Target sequence (Q9BTU6 whole entry, looked up): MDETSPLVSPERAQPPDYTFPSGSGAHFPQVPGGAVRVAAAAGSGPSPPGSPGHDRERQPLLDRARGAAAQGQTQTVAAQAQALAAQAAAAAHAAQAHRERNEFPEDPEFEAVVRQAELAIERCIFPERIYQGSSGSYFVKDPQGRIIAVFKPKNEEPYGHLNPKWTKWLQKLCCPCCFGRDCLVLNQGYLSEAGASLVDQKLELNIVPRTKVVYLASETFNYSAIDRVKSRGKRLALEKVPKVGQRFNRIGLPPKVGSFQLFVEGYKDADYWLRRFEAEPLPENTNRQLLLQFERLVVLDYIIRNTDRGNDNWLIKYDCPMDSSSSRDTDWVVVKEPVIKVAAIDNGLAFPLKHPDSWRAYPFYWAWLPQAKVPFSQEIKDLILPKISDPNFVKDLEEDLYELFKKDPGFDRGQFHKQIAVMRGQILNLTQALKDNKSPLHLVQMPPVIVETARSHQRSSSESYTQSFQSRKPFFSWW
#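 In this quantitative HTS, ADP production by PI4K2A was quantified luminescently after 1 h at ambient temperature; 100 microM adenosine served as plate-quality control.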
# TrxR1 substrate: rat thioredoxin reductase 1 substrate activity; purified TrxR1 substrate turnover, NADPH consumption readout; O89049; AID 588456; 390,000 compounds, 0.01% hits; Potency, µM (series often up to 114 µM), for the others: at the top dose activity change, negative = substrate turnover; further: potency means the concentration at half of the fitted maximal effect; on the % scale 0 is the no-effect control and ±100 the full control effect; nearly all actives have a fitted effect of over 50% in size
#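 Rat TrxR1, dispensed at 90 nM, was prereduced with 400 uM NADPH (final) for 5 min at ~22 deg C, then incubated with compound 15 min before 400 uM selenite. A first-read NADPH fluorescence drop versus no-compound background flagged substrates.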
# * = called active by the depositor; u = inconclusive; x = not tested or not shown; [ ] = dose if it differs, or a comment. Unless noted, the call rests on the fitted dose curve; in most records, active means well fitted inhibition curve with a large enough effect; inconclusive means small, poorly fitted or top-dose-only effect; inactive means no such curve, though single readings can be large or run the other way.
[1] CC1CCc2c(sc3nc4n(c(=O)c23)CCS4)C1 (stereo not given)
[2] COc1cc(/C=C/C(=O)OCC(=O)NC2CCS(=O)(=O)C2)ccc1O (stereo not given)
[3] CC1CCCN(c2ccc(C(=O)NCc3ccc4c(c3)OCO4)cc2[N+](=O)[O-])C1 (stereo not given)
[4] O=C1NCCCN1Cc1ccc(Cl)cc1
[5] CN(C)c1ccc(C(=O)NCCCSc2ccccc2)cc1
[6] COC(=O)CCn1nnc(-c2ccc(C)cc2)n1
[7] COc1ccc(/C=N\Nc2ccc([N+](=O)[O-])cc2[N+](=O)[O-])c(C(=O)O)c1OC
[8] Cc1cccc(OCc2nc(CC(=O)Nc3ccc(C)cc3C)cs2)c1
compound no.,1,2,3,4,5,6,7,8
USP1 inh,-18%,-2%,-20%,u,-19%,-14%,-20%,-7%
TRHR enhancer,8,-1,1,-2,-3,-6,1,3
TrxR1 inh,10%,-13%,-2%,1%[57.1 µM],20%,19%,50µM*,9%
D2 agonist,0.7,-0.8,0.6,-0.3,-2.3,-0.1,-0.2,-1.4
mIDH1 inhibitor,1%,-1%,6%,7%,2%,5%,13%,7%
TRHR ag,0.1,0.7,0.3,0.6,-0.1,0.4,0.9,-0.8
D2 antag,6,-6,-2,7,14,1,-14,x
PI4K2A block,0,4,5,3,-2,1,-11,-2
TrxR1 substrate,6%,-3%,-5%,11%[57.1 µM],5%,6%[57.1 µM],-19%,2%

[9] C=CCn1cnc2c(nnn2-c2ccc(C)c(Cl)c2)c1=O
[10] O=c1c2cc(F)ccc2[nH]c(=S)n1Cc1ccc(F)cc1
[11] COc1ccc(-c2[nH]nc3c2C(c2ccoc2)C(C#N)=C(N)O3)cc1 (stereo not given)
[12] COc1ccc(C(=O)Nc2cc(C(=O)O)cc(C(=O)O)c2)cc1Cl
[13] Cc1cccc(NC(=O)NCC2CCN(c3ccc(S(=O)(=O)N4CCOCC4)cc3)CC2)c1
[14] COc1ccccc1-c1cc(C(F)(F)F)nc(NCc2cccs2)n1
[15] CN1CCN(c2nc3c(S(=O)(=O)c4ccccc4)nnn3c3ccsc23)CC1
[16] COc1cccc(COC(=O)c2cc(=O)[nH]c3ccc(S(=O)(=O)N4CCOCC4)cc23)c1OC
compound no.,9,10,11,12,13,14,15,16
USP1 inh,-6%,-10%,-8%,-22%,-22%,-8%,-15%,-11%
TRHR enhancer,0,-3,5,-2,2,2,-6,4
TrxR1 inh,29%[57.1 µM],5%,-13%,10%,38%[activator],-4%,8%,-15%
D2 agonist,-0.1,0.8,0.3,1.0,-0.4,-1.0,0.7,-0.6
mIDH1 inhibitor,6%,4%,0%,1%,0%,1%,23%,3%
TRHR ag,0.5,0.5,-0.2,0.5,0.0,0.5,0.5,0.0
D2 antag,-7,15,-13,-5,-23,4,x,16
PI4K2A block,0,-16,5,-8,2,2,1,6
TrxR1 substrate,4%[57.1 µM],1%,2%,2%,12%,3%,-3%,-11%

# 7 entries from above, bar-delimited.
nr | mol | USP1 inh | TRHR enhancer | TrxR1 inh | D2 agonist | mIDH1 inhibitor | TRHR ag | D2 antag | PI4K2A block | TrxR1 substrate
9 | C=CCn1cnc2c(nnn2-c2ccc(C)c(Cl)c2)c1=O | -6% | 0 | 29%[57.1 µM] | -0.1 | 6% | 0.5 | -7 | 0 | 4%[57.1 µM]
10 | O=c1c2cc(F)ccc2[nH]c(=S)n1Cc1ccc(F)cc1 | -10% | -3 | 5% | 0.8 | 4% | 0.5 | 15 | -16 | 1%
11 | COc1ccc(-c2[nH]nc3c2C(c2ccoc2)C(C#N)=C(N)O3)cc1 (stereo not given) | -8% | 5 | -13% | 0.3 | 0% | -0.2 | -13 | 5 | 2%
12 | COc1ccc(C(=O)Nc2cc(C(=O)O)cc(C(=O)O)c2)cc1Cl | -22% | -2 | 10% | 1.0 | 1% | 0.5 | -5 | -8 | 2%
13 | Cc1cccc(NC(=O)NCC2CCN(c3ccc(S(=O)(=O)N4CCOCC4)cc3)CC2)c1 | -22% | 2 | 38%[activator] | -0.4 | 0% | 0.0 | -23 | 2 | 12%
14 | COc1ccccc1-c1cc(C(F)(F)F)nc(NCc2cccs2)n1 | -8% | 2 | -4% | -1.0 | 1% | 0.5 | 4 | 2 | 3%
15 | CN1CCN(c2nc3c(S(=O)(=O)c4ccccc4)nnn3c3ccsc23)CC1 | -15% | -6 | 8% | 0.7 | 23% | 0.5 | x | 1 | -3%

# (list continues)
[17] CC(C)(C)C1CCC(=NNc2ncc(C(F)(F)F)cc2Cl)CC1 (stereo not given)
[18] O=C(NCCCN1CCN(c2ccc(F)cc2)CC1)NC12CC3CC(CC(C3)C1)C2
[19] COc1ccc2c(Sc3ccc(C)cc3)c(C(=O)NCc3ccc(F)cc3)[nH]c2c1
[20] Cc1ccc(NC(=O)Nc2nnc(N(C)C3CCCCC3)s2)c(Cl)c1
[21] COc1ccc(NC(=O)Nc2nnc(Cc3ccccc3)s2)cc1
[22] O=C(Nc1nccs1)c1ccc([N+](=O)[O-])cc1Cl
[23] O=C1c2ccccc2C(=O)N1CCN1CCc2ccccc21
[24] CCC(C)(C)NC(=O)c1ccc2c(c1)N(CC(=O)OC)C(=O)C(C)(C)O2
compound no.,17,18,19,20,21,22,23,24
USP1 inh,-18%,-9%,6%,-6%,-17%,-13%,-19%,5%
TRHR enhancer,-6,-6,-1,7,9,-4,0,0
TrxR1 inh,19%,5%[57.1 µM],u,3%,47%,11%,-7%,11%
D2 agonist,x,23,-0.4,-1.5,0.4,0.3,-0.8,-1.0
mIDH1 inhibitor,9%,-2%,0%,4%,0%,0%,6%,7%
TRHR ag,0.8,1.9,-0.5,-0.7,0.2,0.2,-0.1,-0.4
D2 antag,x,22,x,x,-29,6,-2,-10
PI4K2A block,4,0,-2,-1,3,-1,-1,-3
TrxR1 substrate,8%,-3%[57.1 µM],10%,-2%,13%,-5%,3%,1%

# 2 successive compounds out of the list so far:
[17] CC(C)(C)C1CCC(=NNc2ncc(C(F)(F)F)cc2Cl)CC1 (stereo not given)
[18] O=C(NCCCN1CCN(c2ccc(F)cc2)CC1)NC12CC3CC(CC(C3)C1)C2
compound no.,17,18
USP1 inh,-18%,-9%
TRHR enhancer,-6,-6
TrxR1 inh,19%,5%[57.1 µM]
D2 agonist,x,23
mIDH1 inhibitor,9%,-2%
TRHR ag,0.8,1.9
D2 antag,x,22
PI4K2A block,4,0
TrxR1 substrate,8%,-3%[57.1 µM]

# The list continues:
[25] COc1cc(/C=C/C(=O)O)cc(S(=O)(=O)N2CCN(S(=O)(=O)c3ccc(Cl)cc3)CC2)c1OC
[26] CCOC(=O)C1CCCN(C(=O)Nc2c(-c3ccccc3)noc2C)C1 (stereo not given)
[27] CCOc1cccc(N(C(=O)C2COc3ccccc3O2)C(C(=O)NC2CCCCC2)c2ccc(O)cc2)c1 (stereo not given)
[28] CC1(C(=O)N/N=C/c2ccccc2)CC1(Cl)Cl (stereo not given)
[29] Cc1cc(N2CCN(c3cccc(C(F)(F)F)c3)CC2)n2nc(-c3ccccc3)nc2n1
[30] Cc1nn(C)c(C)c1CN(Cc1nc(-c2cc(F)ccc2F)oc1C)C1CC1
[31] CCOC(=O)CNC(=O)C1(/C=C/c2ccccc2)CC(=O)N1c1ccc(C)cc1 (stereo not given)
[32] Cc1cc(Nc2ccc(C(=O)O)cc2)n2nc(C)nc2n1
compound no.,25,26,27,28,29,30,31,32
USP1 inh,-8%,-13%,-19%,-2%,-8%,-17%,-12%,-16%
TRHR enhancer,-1,0,8,10,2,-12,17,4
TrxR1 inh,3%,15%[57.1 µM],-2%,4%[57.1 µM],-8%,18%[57.1 µM],14%,10%[57.1 µM]
D2 agonist,-0.8,0.3,0.9,-1.1,2.7,0.7,-0.2,0.6
mIDH1 inhibitor,9%,4%,u,6%,-9%,-4%,8%,-4%
TRHR ag,-0.5,0.4,-0.2,-1.1,-0.7,1.6,0.9,0.0
D2 antag,19,-4,2,2,x,4,3,9
PI4K2A block,-2,-2,-1,0,-4,-2,-3,0
TrxR1 substrate,3%,-18%[57.1 µM],-6%,-8%,-3%,-8%,1%,2%[57.1 µM]

# TrxR1 inh, what is marked active above.
nr	mol	USP1 inh	TRHR enhancer	TrxR1 inh	mIDH1 inhibitor	TRHR ag	D2 antag	PI4K2A block	TrxR1 substrate
7	COc1ccc(/C=N\Nc2ccc([N+](=O)[O-])cc2[N+](=O)[O-])c(C(=O)O)c1OC	-20%	1	50µM*	13%	0.9	-14	-11	-19%

# Continuation:
[33] Nc1nonc1-c1nc2ccccc2n1CC(=O)N/N=C/c1ccc(-c2ccccc2C(=O)O)o1
[34] O=C(Nc1ccccc1F)c1cc(S(=O)(=O)N2CCCCC2)cs1
[35] Cc1ccccc1N1CC(C(=O)NC2CCCC2)CC1=O (stereo not given)
[36] O=C(CCN1CCCCO1)N1CCCC(Nc2ccc(F)cc2)C1 (stereo not given)
[37] Cc1noc(C)c1S(=O)(=O)N(C)C[C@H]1Oc2ccc(NC(=O)C3CCCCC3)cc2C(=O)N([C@H](C)CO)C[C@@H]1C
[38] O=C1C2C3C=CC(C3)C2C(=O)N1c1n[nH]c(-c2cccnc2)n1 (stereo not given)
compound no.,33,34,35,36,37,38
USP1 inh,-19%,0%,-10%,-14%,-24%,2%
TRHR enhancer,5,-3,22,-4,x,7
TrxR1 inh,-18%[57.1 µM],22%,-7%,-9%,8%[57.1 µM],-9%
D2 agonist,0.5,0.9,0.1,0.4,x,1.8
mIDH1 inhibitor,1%,1%,3%,8%,-17%,4%
TRHR ag,-0.5,-0.8,-0.4,-0.1,x,0.6
D2 antag,0,-3,-44,4,x,6
PI4K2A block,-1,-2,4,3,-3,2
TrxR1 substrate,-6%[57.1 µM],-3%,1%,-3%,7%,-4%
